# Screening data: PubChem, several laboratories
# Tat export inh – blocks Tat-dependent protein export in E. coli | E. coli MC4100 TorA-mCherry Tat export, fluorescence | inhibition, % at 10 µM | hit rate 0.036% among 340,000 | AID 488895;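 active means mean replicate inhibition at least 50% and at least half of replicates individually reaching 50%; inconclusive means only one of the two criteria met; inactive means neither criterion met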;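 further: exported cargo escapes ClpAP degradation while cytoplasmic cargo is degraded and loses fluorescence; 0% = median of neutral control wells and 100% = median of NaSCN control wells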
# Arr AP2 block – inhibitors of human beta-arrestin and AP2 interaction. FITC-arrestin peptide / GST-AP2 beads, flow cytometry; AP2 beta2 appendage carries R879A mutation. inhibition, % at 10 µM. hit rate 0.31% among 340,000. AID 504490;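 active means inhibition above a set limit, near 3 SD of compounds lacking own fluorescence, cut at about 54% in these data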;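 further: plate controls were DMSO wells for no effect and 5 µM unlabelled arrestin peptide for full effect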
#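 system = GST-tagged AP2 beta2-adaptin appendage (R879A) on 4 µm glutathione beads | reagent = FITC-labelled arrestin peptide probe, 50 nM final | schedule = compound with beads 12 min RT, then probe 1 h RT | signal = HyperCyt-sampled flow cytometry, FL1 channel, ex 488/em 535 nm | read-out = percent response from loss of bead-bound FITC fluorescence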
# SUMO Mot1 rescue – SUMOylation pathway inhibition by Mot1-301 growth rescue. S. cerevisiae Mot1-301 growth rescue, ATP luminescence, 38.5C; percent above DMSO median, 100 means doubled. hit rate 1% among 320,000. growth rescue, % at 18.8 µM. AID 2716;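 active means every valid replicate shows activation above 250% relative to neutral control wells; inactive means the rest, any valid replicate at or below 250%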;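 further: OY570 slx delta 5 strain wells were the positive control but not used for scaling; some compounds called inactive have numbers as strong as hits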
# OPRM1-OPRD1 inv – inverse agonist of human OPRM1-OPRD1 heterodimerization | inhibition, % at 9.3 µM | AID 504357 | P35372+P41143 | cell-based MOR-DOR heterodimer luminescence, inverse agonism | hit rate 0.21% among 340,000; in the data active means inhibition above about 22%, passing the limit was not always enough;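 further: 0% = cells with DMSO and 100% = wells without cells with DMSO; values of inactives mirror those of a sister screen read the other way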
# Target sequence (P35372 whole entry, looked up): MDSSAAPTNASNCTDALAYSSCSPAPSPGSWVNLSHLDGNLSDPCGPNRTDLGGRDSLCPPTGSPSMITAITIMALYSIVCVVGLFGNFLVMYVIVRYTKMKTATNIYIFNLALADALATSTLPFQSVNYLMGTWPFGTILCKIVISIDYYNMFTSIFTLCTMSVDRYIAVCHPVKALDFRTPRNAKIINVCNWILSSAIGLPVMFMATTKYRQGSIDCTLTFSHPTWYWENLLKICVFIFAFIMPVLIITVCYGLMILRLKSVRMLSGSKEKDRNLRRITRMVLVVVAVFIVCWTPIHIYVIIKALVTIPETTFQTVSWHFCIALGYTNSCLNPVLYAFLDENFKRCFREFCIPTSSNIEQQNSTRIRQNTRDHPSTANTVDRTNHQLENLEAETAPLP
# Target sequence (P41143 whole entry, looked up): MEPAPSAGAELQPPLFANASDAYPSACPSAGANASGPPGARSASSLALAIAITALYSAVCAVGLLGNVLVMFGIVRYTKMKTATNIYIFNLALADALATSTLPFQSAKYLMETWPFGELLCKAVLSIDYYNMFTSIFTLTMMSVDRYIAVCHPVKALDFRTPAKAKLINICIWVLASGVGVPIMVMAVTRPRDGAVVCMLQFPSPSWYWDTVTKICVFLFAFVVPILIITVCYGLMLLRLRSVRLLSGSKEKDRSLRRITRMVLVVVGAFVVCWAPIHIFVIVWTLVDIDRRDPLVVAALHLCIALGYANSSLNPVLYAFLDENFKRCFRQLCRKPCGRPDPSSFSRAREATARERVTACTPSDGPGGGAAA
# Ecoli viability – counter-screen for AddAB inhibitors: E. coli growth inhibition | inhibition, % at 11.9 µM | hit rate 0.27% among 330,000 | E. coli V3065 growth, OD600 absorbance, 18 h | AID 449728;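 active means inhibition above the campaign's mean inhibition across all tested compounds plus 3 SD, cut at about 9.9% in these data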;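 further: uninfected addAB+ strain grown without phage in ampicillin broth; 0% = DMSO wells and 100% = ciprofloxacin 0.95 µg/ml wells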
# phage Ecoli inh – E. coli growth loss with phage present; growth absorbance; inhibition, % at 11.9 µM; hit rate 0.26% among 360,000; AID 651602; in the data active means inhibition above about 11%
# PKA-R1A act – activates the PKA-R1A holoenzyme complex; P00514+P68181; PKA-R1A dissociation, Cy5-IP20 fluorescence polarization; scaled: DMSO 0%, 113 µM cGMP 100%; activation, % at 11.4 µM; hit rate 0.083% among 340,000; AID 504707;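 active means percent activation above the mean of all tested compounds plus 3 SD, cut at about 19% in these data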;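 further: higher means more PKAc released from R1A so a rise in polarization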
# Pemphigus Ab inh – human desmoglein-3 autoantibody binding inhibition; P32926; DSG3-coupled beads, scFv-anti-DSG3-GFP binding, flow cytometry; stronger effect = lower value; binding (percent of control), % at 10 µM; hit rate 0.48% among 310,000;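 active means binding more than 3 SD below its plate's average and above zero; inconclusive means below that plate limit but binding exactly zero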;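 further: hits lower antibody fragment binding to DSG3; some compounds called inactive have numbers as strong as hits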
# AddAB inh – less growth of phage-infected E. coli with AddAB; E. coli expressing H. pylori AddAB, absorbance growth; inhibition, % at 11.9 µM; hit rate 0.29% among 330,000; AID 435030; in the data active means inhibition above about 12%;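 further: 0% = vehicle wells of infected cells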
# MOR-DOR ag – OPRM1-OPRD1 heterodimerization agonism; cells, luminescence; hit rate 0.3% among 340,000; activation, % at 9.3 µM; P35372+P41143; AID 504326; in the data active means activation above about 18%;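 further: 0% = vehicle-treated cells and 100% = reference agonist; values of inactives mirror those of a sister screen read the other way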
# PfHsp90 set2 – growth inhibition of yeast expressing Plasmodium Hsp90. S. cerevisiae expressing PfHsp90, BacTiter-Glo ATP, 48 h; yeast lacking PDR1 and PDR3 efflux regulators. inhibition, % at 9.4 µM. AID 504621. hit rate 0.32% among 310,000;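 active means every replicate shows inhibition above about 80%, whatever the replicate mean, limit read from the data; inconclusive means mean inhibition reaches the set limit but some replicate falls short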;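 further: 0% = DMSO neutral controls and 100% = 20 µM radicicol positive controls; yeast relying on Plasmodium falciparum Hsp90 in place of its own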
# * hit, by the source's call; ? = inconclusive; nt = not tested or not shown.
SMILES,Tat export inh,Arr AP2 block,SUMO Mot1 rescue,OPRM1-OPRD1 inv,Ecoli viability,phage Ecoli inh,PKA-R1A act,Pemphigus Ab inh,AddAB inh,MOR-DOR ag,PfHsp90 set2
O=c1ncn(-c2cccc([N+](=O)[O-])c2)c2ccccc12,0,-8,3,10,-1.3,1.3,-3,nt,3.3,-2.1,-2
Nc1nonc1-n1nnc(C(=O)N/N=C/c2ccc(O)cc2)c1CN1CCCCCC1,-4,-7,60,-6,-0.8,-1.8,-2,nt,2.3,1.2,-1
Cc1cc(OCc2cc(C(=O)N(C)CCCN3CCOCC3)no2)cc(C)c1Cl,8,4,353,1,-1.7,0.2,1,nt,-1.5,-0.2,12
CC(=O)Nc1ccc(S(=O)(=O)N[C@@H](C)C(=O)N(C)Cc2cccs2)cc1,-1,4,-4,7,2.5,2.1,-3,nt,2.1,-1.6,-23
Cc1ccc(Nc2nnns2)cc1,3,-69,0,17,1.3,4.2,-5,104,1.8,-3.0,8
O=C(Nc1ccccc1)C1=C[C@H](c2csc3ccccc23)C[C@H](OCc2ccc(CO)cc2)O1,12,-5,-10,-19,-0.4,2.0,0,98,0.3,3.4,-4
COc1ccc(NC(=O)C23CCC(C2)C(C)(C)C3=O)cc1 (stereo unspecified),-7,6,303,11,0.6,4.4,-2,102,-0.7,-2.1,-18
O=C(O)c1ccc(N/N=C/c2ccc(OC(=O)c3cccc(Cl)c3)cc2)cc1,5,38,-1,5,-0.1,-0.9,-10,86,-0.6,-0.9,-13
COc1ccc(C(=O)Nc2ccc(S(=O)(=O)N3CCN(C)CC3)cc2)cc1,1,-12,195,14,-0.2,2.0,-10,110,5.0,-2.6,2
Cc1ccc(Cn2ccc(NC(=O)CCSc3nc(-c4ccco4)cc(C(F)(F)F)n3)n2)cc1,11,4,4,8,-0.5,0.9,-2,107,-0.4,-1.4,27
CC(C)c1ccc(NC(=O)CN2CCN(c3ccccn3)CC2)cc1,4,6,-1,9,-1.6,0.6,1,89,0.7,-2.0,6
Cc1ccc(NC(=O)c2ccc(Cl)c(S(=O)(=O)N3CCCC3)c2)nc1,-2,-2,6,13,-0.8,0.2,-12,107,1.0,-2.6,-2
CC(=O)N/C(=C/c1ccc2c(c1)OCO2)C(=O)NCC(=O)O,-5,22,13,20,-1.8,-0.1,-2,83,-0.3,-3.9,5
COc1cccc2sc(N)nc12,-1,-25,-16,6,1.8,1.7,13,102,3.6,-1.0,1
CCOCC(=O)N(CC)Cc1ccccc1,-1,39,4,8,-0.8,2.1,-12,95,3.1,-1.3,11
CCCCNC(=O)c1cn(CC)c2ccc(S(=O)(=O)N3CCCCCC3)cc2c1=O,-7,-3,17,15,-0.9,1.2,1,102,2.0,-2.8,-14
COCc1cc(C)nc(Oc2ccccc2)c1C#N,5,20,1,14,0.3,2.1,-3,94,4.1,-3.0,-2
CCCC12CN3CCN(CC(C3)/C1=N\NC(=O)Nc1ccccc1)C2,0,-6,-16,8,0.9,1.9,2,nt,1.3,-1.4,6
FC(F)(F)c1cc(-c2ccco2)nc(-n2nc(C(F)(F)F)cc2C2CC2)n1,3,2,14,-8,-1.5,3.0,-7,nt,-1.0,1.5,5
CCN(CC1CCCO1)C(=O)c1cc(COc2ccc(F)cc2F)on1 (stereo unspecified),-3,2,-14,-1,-0.3,3.0,0,101,1.8,0.1,13
CCN1/C(=C\C(=S)Nc2ccccc2)Sc2ccccc21,2,0,-6,-7,-0.4,3.4,-7,93,0.8,1.3,-29
COc1ccc(NS(=O)(=O)N2CCOCC2)cc1,-12,-12,-5,3,0.2,0.7,1,nt,2.4,-0.6,-5
CC(=Nc1ccccc1)C1=C(O)CCCC1=O,4,0,-9,19,-3.9,3.2,2,103,-4.2,-4.1,10
O=C(COC(=O)c1ccc(Br)o1)NCc1ccc2c(c1)OCO2,-4,19,0,15,-0.4,2.5,-4,nt,-4.0,-3.8,nt
CC(=O)N(C)c1ccc(NC(=O)Nc2ccc(C)c(C)c2)cc1,-2,7,-13,19,-1.7,4.2,3,99,-1.4,-3.8,-11
# New compounds follow.
SMILES,Tat export inh,Arr AP2 block,SUMO Mot1 rescue,OPRM1-OPRD1 inv,Ecoli viability,phage Ecoli inh,PKA-R1A act,Pemphigus Ab inh,AddAB inh,MOR-DOR ag,PfHsp90 set2
Cc1noc(C)c1NC(=O)Nc1cccc2c1O[C@H](CN(C)C(=O)Nc1ccc(C(F)(F)F)cc1)[C@@H](C)CN([C@H](C)CO)C2=O,-7,0,7,13,-0.4,-0.2,0,102,4.6,-2.2,-5
COc1cccc(OC)c1C1=CC(=O)C[C@H](c2ccc3c(c2)OCO3)C1,7,-7,8,7,1.7,1.4,0,103,1.0,-1.5,-15
COc1cc(/C=N/NC(=O)c2ccc(Cl)cc2)ccc1OCC(=O)N1CC(C)OC(C)C1 (stereo unspecified),-2,26,297,8,0.5,1.8,1,108,-1.1,-1.4,10
O=C(Nc1nnc(CCN2CCCCC2)s1)c1ccc(Cl)cc1Cl,5,22,2,8,-0.2,1.8,12,nt,-1.9,-1.7,6
C=CC[C@H](CC(=O)N(CCO)Cc1ccccc1)C(=O)N[C@H](C)COC(=O)[C@@H](CC=C)Cc1ccc(F)cc1,6,0,-20,3,-1.6,0.8,-6,98,-0.6,-0.4,-2
Cc1ccc(C(=O)C(C)OC(=O)C2CCN(c3ccc(C(F)(F)F)cn3)CC2)cc1C (stereo unspecified),8,-8,153,1,-3.9,1.0,-3,99,-2.7,-0.3,nt
O=C(NC1CCCc2ccccc21)c1n[nH]c(=O)c2ccccc12 (stereo unspecified),4,-13,0,19,1.5,0.1,-6,nt,2.3,-4.1,28
CC(C)(C)c1ccc(NC(=O)COC(=O)C2=COCCO2)cc1,-2,-7,-32,13,2.3,4.2,1,98,1.9,-2.4,-1
Cc1ccc(C2C=NN(c3ccccc3)C2=O)cc1 (stereo unspecified),-3,1,nt,19,1.6,4.6,-14,100,0.5,-3.7,12
Clc1ccc(-c2cc(CN3CCOCC3)no2)cc1,1,3,7,14,1.7,3.4,-8,99,2.2,-2.6,-15
N#Cc1cn(-c2ccccc2)nc1-c1ccccc1,6,3,13,-70,0.0,4.0,9,101,1.1,11,-29
CCC(C)C(NC(=O)c1ccc(Cl)cc1)C(=O)Nc1cccnc1 (stereo unspecified),5,11,nt,7,2.8,4.1,-11,104,-0.9,-1.3,-9
C=CCNC(=O)CN(c1ccccc1OCC)S(=O)(=O)c1ccc(C)cc1,-4,45,-20,2,-1.0,4.2,-5,108,-1.3,-0.3,-1
Cc1ccc(CNC2=NCCCCC2)n1C,-4,17,-4,4,-3.1,0.0,-13,62,-1.9,-0.7,nt
O=C(Nc1ccccc1)N1CCC(c2nc(-c3ccc(S(=O)(=O)N4CCOCC4)cc3)no2)CC1,2,7,-1,-3,0.2,2.3,-3,107,-0.8,0.6,-3
CC(/C=C/c1ccc(O)cc1)=N/O,-1,-1,-2,8,-2.6,0.9,2,106,0.7,-1.4,-45
CCOC(=O)c1ccc2c(c1)nc(COc1ccc(OC)cc1)n2CC,-3,27,nt,6,-1.2,3.7,-2,101,1.2,-1.1,5
COc1cc(OC)c(OC)cc1CNC(=O)c1cc(=O)c2ccccc2o1,2,11,83,1,1.1,1.9,4,nt,1.7,-0.2,-7
CC(C)CC(C(=O)OCC(=O)Nc1ncc(Cl)cc1Cl)N1C(=O)c2ccccc2C1=O (stereo unspecified),5,-4,-5,0,-0.4,0.8,4,105,-0.2,0.1,-30
CC(C)C(c1nnnn1Cc1ccc(F)cc1)N1CCC(C(N)=O)CC1 (stereo unspecified),1,34,-12,5,-0.3,3.5,8,102,2.6,-0.9,-4
N#CCCn1nc(-c2ccc([N+](=O)[O-])cc2)cc1Nc1ccccc1NC(=O)C(F)(F)F,-4,4,211,-11,-2.1,1.5,12,138,-3.4,2.0,-1
COC(=O)N/N=C/c1ccc(-c2cc(Cl)ccc2Cl)o1,-3,3,28,-8,-0.4,0.9,7,88,-1.6,1.3,-38
C/C(N)=C(/C#N)C(=O)CSc1nc2ccc(C)cc2[nH]1,-1,34,2,11,-0.7,0.5,8,102,3.4,-2.0,9
CC1CN(C(=O)CNC(=O)COc2ccccc2)CC(C)O1 (stereo unspecified),-3,-12,-8,-34,1.6,7.7,-7,nt,1.5,8.2,7
CC(C)(C)NC(=O)C(c1ccccc1)N(C(=O)c1ccco1)C1CC1 (stereo unspecified),-5,15,2,1,-2.7,2.8,4,104,2.1,-0.1,-20
O=C(C[n+]1ccccc1)N/N=C/c1cc(Br)ccc1F,8,-1,2,4,-2.0,2.1,-9,106,0.2,-0.9,-3
CC(C)Oc1ccc(C2CCC(=O)NC2=O)cc1 (stereo unspecified),0,6,-7,-7,2.5,2.5,3,nt,1.3,1.4,-49
COC(=O)c1ccc(OC(=O)c2nn(C)cc2Cl)c(OC)c1,?,2,-17,-9,-1.1,2.6,-3,nt,-0.5,1.4,4
Cn1c(SCc2cnc(-c3ccccc3)s2)nnc1C1COc2ccccc2O1 (stereo unspecified),4,3,0,15,-3.7,3.9,4,110,2.0,-3.0,-9
CC(C)NC(=O)CSc1ccccc1C(=O)NCc1ccc2c(c1)OCO2,-11,29,5,19,0.5,2.5,-2,nt,2.0,-3.9,nt

# Some of these compounds in order of count of non-hydrogen atoms, smallest number first.
SMILES,Tat export inh,Arr AP2 block,SUMO Mot1 rescue,OPRM1-OPRD1 inv,Ecoli viability,phage Ecoli inh,PKA-R1A act,Pemphigus Ab inh,AddAB inh,MOR-DOR ag,PfHsp90 set2
CC(/C=C/c1ccc(O)cc1)=N/O,-1,-1,-2,8,-2.6,0.9,2,106,0.7,-1.4,-45
N#Cc1cn(-c2ccccc2)nc1-c1ccccc1,6,3,13,-70,0.0,4.0,9,101,1.1,11,-29
COC(=O)c1ccc(OC(=O)c2nn(C)cc2Cl)c(OC)c1,?,2,-17,-9,-1.1,2.6,-3,nt,-0.5,1.4,4
CC(C)(C)NC(=O)C(c1ccccc1)N(C(=O)c1ccco1)C1CC1 (stereo unspecified),-5,15,2,1,-2.7,2.8,4,104,2.1,-0.1,-20
Cn1c(SCc2cnc(-c3ccccc3)s2)nnc1C1COc2ccccc2O1 (stereo unspecified),4,3,0,15,-3.7,3.9,4,110,2.0,-3.0,-9
Cc1noc(C)c1NC(=O)Nc1cccc2c1O[C@H](CN(C)C(=O)Nc1ccc(C(F)(F)F)cc1)[C@@H](C)CN([C@H](C)CO)C2=O,-7,0,7,13,-0.4,-0.2,0,102,4.6,-2.2,-5
